# hERG protect: hERG rescue from dofetilide block, primary screen, cell-based, CHO-hERG, FluxOR thallium flux, dofetilide IC70; Voltage-gated inwardly rectifying potassium channel KCNH2 (Homo sapiens), Q12809; dofetilide IC70 present; 310,000 tested, 0.51% active; AID 1511, 2009; activation (rescue from dofetilide block), less the hit threshold, % at 10 µM;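 active = activation above the mean of controls blocked by dofetilide plus 5 SD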;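 also: thallium influx through hERG after potassium depolarization seen as dye fluorescence rise; in these data hits start at about 4.7%; inactives centre near -7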
# TRPC4 inh: inhibitors of mouse TRPC4 channel, primary screen, Fluo4 calcium, HEK293 TRPC4beta/mu-opioid cells. Short transient receptor potential channel 4 (Mus musculus), Q9QUQ5. DAMGO-evoked Fluo4 calcium flux; active compounds read low. B-score at 10 µM. 300,000 tested, 0.39% active;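 active = B-score over 3 SD under the library average, no early fluorescence shift, positive overall ratio signal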
# Target sequence (Q9QUQ5 whole entry, looked up): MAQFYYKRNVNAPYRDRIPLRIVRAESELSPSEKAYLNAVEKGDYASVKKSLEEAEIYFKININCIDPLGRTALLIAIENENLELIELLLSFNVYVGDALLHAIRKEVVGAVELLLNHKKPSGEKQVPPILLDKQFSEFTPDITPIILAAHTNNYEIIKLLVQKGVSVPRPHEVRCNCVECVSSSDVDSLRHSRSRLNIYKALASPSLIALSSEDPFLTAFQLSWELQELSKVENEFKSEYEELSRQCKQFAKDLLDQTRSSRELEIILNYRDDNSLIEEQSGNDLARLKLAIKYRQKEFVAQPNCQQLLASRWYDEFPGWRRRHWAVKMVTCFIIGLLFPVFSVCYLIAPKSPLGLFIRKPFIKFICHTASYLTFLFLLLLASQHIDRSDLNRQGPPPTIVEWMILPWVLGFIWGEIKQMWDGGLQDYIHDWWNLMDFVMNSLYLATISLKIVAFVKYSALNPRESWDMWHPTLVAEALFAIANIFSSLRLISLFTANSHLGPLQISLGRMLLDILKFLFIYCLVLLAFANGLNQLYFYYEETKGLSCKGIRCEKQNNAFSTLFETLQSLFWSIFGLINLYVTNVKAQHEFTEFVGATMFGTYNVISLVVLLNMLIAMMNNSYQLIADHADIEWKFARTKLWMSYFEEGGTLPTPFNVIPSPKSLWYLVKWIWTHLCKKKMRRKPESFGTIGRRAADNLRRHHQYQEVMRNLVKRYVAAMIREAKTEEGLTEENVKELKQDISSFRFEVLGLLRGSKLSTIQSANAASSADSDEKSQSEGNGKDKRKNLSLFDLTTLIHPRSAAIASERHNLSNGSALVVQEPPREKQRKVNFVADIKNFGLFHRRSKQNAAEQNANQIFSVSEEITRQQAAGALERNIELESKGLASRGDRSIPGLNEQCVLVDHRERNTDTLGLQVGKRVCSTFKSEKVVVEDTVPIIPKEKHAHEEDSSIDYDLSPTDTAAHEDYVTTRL
#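 Material: HEK293 cells with stable TRPC4beta plus mu-opioid receptor expression; probe or stimulus: DAMGO in two steps, submaximal then maximal; technique: Fluo4 calcium fluorescence by kinetic imaging, 5 s 1 Hz baseline; measure: integrated fluorescence ratio relative to baseline, converted to per-well B score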
# KCNK3 block: human KCNK3 channel inhibitors, primary screen, CHO cells, FluxOR thallium flux, B-score; Potassium channel subfamily K member 3 (Homo sapiens), O14649; FluxOR fluorescence; active compounds read low; B-score at 10 µM; 340,000 tested, 0.84% active;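 active = B-score under library mean minus 4 SD, starting fluorescence ratio at most library mean plus 5 SD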;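 also: more negative B-score means stronger inhibition of thallium flux through KCNK3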
# DYRK1A inh: rat Dyrk1A kinase inhibitors, primary screen, biochemical, single point, plate reader. 310,000 tested, 0.43% active. AID 504441, 2011. Dual specificity tyrosine-phosphorylation-regulated kinase 1A (Rattus norvegicus), Q63470. inhibition, % at 12.5 µM. ADP-Glo luminescence, NFATc1 peptide; in the data active = inhibition above about 50%;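 also: plate controls were vehicle with enzyme for no effect and no enzyme for full effect; many of its hits are not listed in these tables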
# PolyA inh: polyadenylation inhibitors in yeast reporter cells, primary screen, luminescence, S. cerevisiae; S. cerevisiae SKY197-pL101 polyadenylation reporter, beta-gal luminescence; efflux-impaired pdr1/pdr3 knockout yeast; score 100 = 6 SD above DMSO; calls only at 12 µM; 300,000 tested, 0.02% active; AID 1875, 2009;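 active = lowest replicate activity score at least 50, where 100 means six control SD above control mean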;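 also: yeast exposed to compound for 9 h at 30 °C; higher score means more reporter readthrough which indicates perturbed polyadenylation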
# KCNQ1 inh: inhibitors of human KCNQ1 channel, primary screen, cell-based, thallium flux, high-throughput; B-score at 10 µM; CHO-K1 KCNQ1, FluxOR thallium flux fluorescence; active compounds read high; 310,000 tested, 1.3% active; AID 2642, 2010; Potassium voltage-gated channel subfamily KQT member 1 (Homo sapiens), P51787;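 active = compounds whose thallium flux B-score, printed positive for inhibition, exceeds three library SD while starting fluorescence stays within three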;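 also: channel opened by potassium depolarization with thallium stimulus after 20 min compound exposure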
# KCNK9 inh: KCNK9 potassium channel inhibitors, primary screen, HEK293 cells, thallium flux; FluxOR thallium flux fluorescence; active compounds read low; B-score at 10 µM; 310,000 tested, 1.2% active;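 active = ratio B-score over 3 SD below the library mean, with starting fluorescence within 5 SD of its mean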;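 also: negative B-score means less thallium flux so channel inhibition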
# KCNQ1 pot: potentiators or activators of KCNQ1 channel, primary screen, cell-based, thallium flux, high-throughput; Potassium voltage-gated channel subfamily KQT member 1 (Homo sapiens), P51787; CHO-K1 KCNQ1, thallium flux FluxOR fluorescence; active compounds read high; B-score at 10 µM; 310,000 tested, 0.35% active; AID 2648, 2010;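 active = fluorescence ratio B-score, a plate-corrected score, at least three library SD, with initial intensity B-score within 5 SD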
#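 System: CHO-K1 cells stably expressing KCNQ1 / Medium: assay buffer for compound exposure, DMSO matched across wells / Reagent: thallium- and potassium-containing depolarizing buffer / Compound: one concentration, matched DMSO / Incubation: 20 min compound pretreatment at room temperature / Measured by: kinetic FluxOR fluorescence, 10 s baseline plus 110 s post-stimulus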
# TRPC4 PAM: positive allosteric modulators of TRPC4, primary screen, cell-based, mouse TRPC4beta, HEK293 mu-opioid, Fluo-4 calcium; Short transient receptor potential channel 4 (Mus musculus), Q9QUQ5; DAMGO EC20, Fluo-4 Ca2+ flux; active compounds read high; B-score at 10 µM; 310,000 tested, 0.42% active;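 active = B-score of calcium response area above 5 SD of library B-scores, with initial fluorescence ratio within 5 SD of library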;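 also: B-score of integrated fluorescence ratio over time as area under calcium response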
# TRPC4 act: activators of mouse TRPC4 channel, primary screen, Fluo4 calcium, HEK293 TRPC4beta/mu-opioid cells; 310,000 tested, 0.49% active; Fluo4 calcium fluorescence; active compounds read high; AID 2237, 2010; B-score at 10 µM;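 active = B-score above 5 SD of library B-scores, and initial fluorescence ratio not above library mean plus 5 SD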;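 also: positive B-score marks a calcium rise read as TRPC4 activation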
#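 Technique: kinetic Fluo4 calcium fluorescence; Test system: TRPC4beta and mu-opioid receptor HEK293 stable cells; Measure: B-scored integrated calcium fluorescence ratio; Benchmarks: low control buffer alone, high control maximal DAMGO; Schedule: 45 min room-temperature Fluo4 loading, 110 s read.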
# Platelet DG rel: inhibitors of platelet dense granule secretion, primary screen, cell-based, MLPCN, human platelets; human platelet-rich plasma, SFLLRN dense granule ATP release, luminescence; AID 1663, 2009; 300,000 tested, 0.22% active; inhibition, %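 (compounds screened at 7.5 µM in platelet-rich plasma)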;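 active = mean replicate score, as percent of positive control, at or above 50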
# Starred values were filed as active, the others as inactive; i = inactive; x = not tested or not shown. A portion of the library; rates above refer to the full screens.
structure | DYRK1A inh | TRPC4 inh | KCNK9 inh | KCNK3 block | PolyA inh | TRPC4 act | hERG protect | TRPC4 PAM | KCNQ1 pot | Platelet DG rel | KCNQ1 inh
Cc1ccccc1CSCc1nc(N)nc(Nc2ccccc2C)n1 | 3 | i | i | i | i | i | -12 | i | i | -5 | i
CCOc1ccc(C(C(=O)NC2CCCC2)N(C(=O)c2snc(C(N)=O)c2N)C2CCCC2)cc1 (configuration not stated) | 7 | i | i | i | i | i | -7 | i | i | 3 | i
Cc1ccccc1NC(=O)c1nc2nccc(C)n2n1 | 1 | i | i | i | i | i | -10 | i | i | 8 | i
O=C(/C=C/NNC(=O)c1ccccc1)c1ccc([N+](=O)[O-])cc1 | -2 | i | i | i | i | i | -14 | i | i | -4 | i
O=C(CSc1ccccn1)N/N=C/c1cc([N+](=O)[O-])ccc1O | 7 | i | i | i | i | i | -10 | i | i | -2 | i
COc1cc2nc(Nc3ccc(F)cc3)nc(N)c2cc1OC | 7 | i | i | i | i | i | -5 | i | i | 12 | i
COc1ccc(NS(=O)(=O)c2coc(C(N)=O)c2)cc1Cl | -13 | i | i | i | x | i | -2 | i | i | 6 | i
Cc1ccc(S(=O)(=O)NC(=NC2CCCCC2)c2ccc(F)cc2)cc1 | -2 | i | i | i | i | i | -11 | i | i | -4 | i
COc1cc(NC(=S)N2CCN(C)CC2)c(OC)cc1Cl | -2 | i | i | i | i | i | -2 | i | i | -13 | i
Cc1nc2ncnn2c(C)c1CCC(=O)N1CC(C)CC(C)C1 (configuration not stated) | 6 | i | i | i | i | i | -11 | i | i | -5 | i
O=C(Cn1nc(Cc2ccncc2)c2ccccc2c1=O)Nc1cccnc1Cl | -2 | i | i | i | i | i | -7 | i | i | 1 | i
CC1=NNC(=O)C1CCC(=O)N/N=C/c1ccc(Cl)cc1Cl (configuration not stated) | 0 | i | i | i | i | i | -3 | i | i | 1 | i
O=C(CCCn1c(=O)c2ccccc2n(CC(=O)N2CCN(c3ccccc3)CC2)c1=O)NCc1ccco1 | 2 | i | i | i | i | i | -10 | i | i | 11 | i
COc1ccc(C(CC(=O)Nc2ncccc2C)N2Cc3ccccc3C2=O)cc1OC (configuration not stated) | -2 | i | i | i | i | i | -5 | i | i | -1 | i
CC(C)CC(=O)NC(=S)Nc1ccccc1C(=O)Nc1ccccc1 | -4 | i | i | i | i | i | -4 | i | i | 10 | i
O=C(CC1CC2CCC1C2)OCC(=O)c1c[nH]c2ccccc12 (configuration not stated) | 0 | i | i | i | i | i | -4 | i | i | -4 | i
CCCCOc1ccc(C(=O)NCCCC(=O)N2CCCCC2)cc1 | -4 | i | i | i | i | i | -4 | i | i | -3 | i
COc1ccc(C)cc1NCc1ccc([N+](=O)[O-])cc1 | 12 | i | i | i | i | i | -6 | i | i | 0 | i
CS(=O)(=O)N(CC(=O)NCCSCc1ccccc1)c1ccc2c(c1)OCO2 | 0 | i | i | i | i | i | -3 | i | i | -2 | i
COc1ccccc1NC(=S)NCC1CCCO1 (configuration not stated) | 0 | i | i | i | i | i | -8 | i | i | 1 | i
Cc1cc(NCCNC2=CC(=O)CCC2)nc2ccccc12 | 7 | i | i | i | i | i | -5 | i | i | -1 | i
CC(C)NS(=O)(=O)c1ccc(OCC(N)=O)c(Cl)c1 | 3 | i | i | i | i | i | -5 | i | i | 5 | i
Cc1ccc(C)c(OCc2cc(C(=O)NC(C)c3cnn(C)c3)no2)c1 (configuration not stated) | -1 | i | i | i | i | i | -9 | i | i | 0 | i
CCC(=O)NC(C)c1nc2ccccc2n1C (configuration not stated) | 0 | i | i | i | i | i | -13 | i | i | -2 | i
Cc1ccc(OCc2nc(C#N)c(NCc3ccc4c(c3)OCO4)o2)cc1 | 3 | i | -7.8* | -12* | i | i | -5 | i | i | 0 | i
C=CCc1c(C)nc2c(C(=O)O)cnn2c1C | -1 | i | i | i | i | i | -7 | i | i | 0 | i
CSc1cccc(NS(=O)(=O)c2cccs2)c1 | -7 | i | i | i | i | i | -3 | i | i | -2 | i
Cc1cc(N)n2nc(-c3ccccc3)c(-c3ccccc3)c2n1 | -6 | i | i | i | i | i | -7 | i | i | 18 | i
COc1ccccc1CCC(=O)OCC(=O)Nc1cccc(S(=O)(=O)N2CCOCC2)c1 | -7 | i | i | i | i | i | -10 | i | i | -3 | i
COc1ccc(S(=O)(=O)N2CCN(c3nc(C)cc(C)n3)CC2)cc1 | -2 | i | i | i | i | i | -12 | i | i | 7 | i
Cc1ccc(C)c(S(=O)(=O)N2CCCOC2CNC(=O)C(=O)NCc2ccccn2)c1 (configuration not stated) | 10 | i | i | i | i | i | -12 | i | i | -13 | i
O=C(c1ccc(CS(=O)(=O)Cc2ccccc2)cc1)N1CCCCC1 | -8 | i | i | i | i | i | -3 | i | i | 8 | i
NS(=O)(=O)c1ccc2nc(NC(=O)C3CCCO3)sc2c1 (configuration not stated) | 0 | i | i | i | i | i | -10 | i | i | -2 | i
COC(=O)C1=NN(C(=O)c2cccc(Br)c2)C(O)(c2ccc(Cl)cc2)C1 (configuration not stated) | 4 | i | i | i | i | 100* | 59* | i | 82* | 8 | i
COc1ccc(CNC(=O)CCC(=O)Nc2nnc(CC(C)C)s2)cc1 | 7 | i | i | i | i | i | -5 | i | i | -7 | i
COc1ccccc1-c1nnc(SCC(=O)NCc2ccco2)n1N | 6 | i | i | i | i | i | -9 | i | i | -7 | i
COc1ccc(C(=O)NCC(c2ccc3c(c2)OCO3)N2CCN(c3ccc(OC)cc3)CC2)cc1 (configuration not stated) | -3 | i | i | i | i | i | -14 | i | i | -5 | i
CCOc1ccccc1NC1=C(Cl)C(=O)N(c2ccccc2)C1=O | x | i | i | i | i | i | -11 | i | 13* | -20 | i
O=C(NCCCN1CCOCC1)c1ccc2c(c1)N(Cc1cccc(F)c1)C(=O)c1ccccc1S2 | 1 | i | i | i | i | i | -15 | i | i | 0 | i
C#CCOCCOCCOCCNc1nc(N2CCN(C(=O)[C@H](C)n3cc(CCCN=C(N)N)nn3)CC2)nc(N2CCN(C(=O)[C@H](Cc3ccc(O)cc3)n3cc(CCO)nn3)CC2)n1 | x | i | i | x | i | i | -10 | i | i | -1 | i
O=C(Oc1ccccc1C(=S)N1CCOCC1)c1cccc([N+](=O)[O-])c1 | -4 | i | i | i | i | i | 0 | i | i | -10 | i
Cc1cc(Cl)ccc1OCC(=O)NCCOc1nc(N2CCOCC2)nc(N2CCOCC2)n1 | 3 | i | i | i | i | i | -12 | i | i | 2 | i
CC(C)OC(=O)/C(C#N)=C/c1cn(Cc2ccccc2)c2ccccc12 | 1 | i | i | i | i | i | -7 | i | i | 11 | i
COc1cc(/C=C/c2ccc3c([N+](=O)[O-])cccc3n2)ccc1OCC(=O)O | 36 | i | i | i | i | i | -9 | i | i | 13 | i
Cc1sc2ncn(CC(=O)NCc3ccccn3)c(=O)c2c1S(=O)(=O)N1CCOCC1 | 0 | i | i | i | i | i | -11 | i | i | -6 | i
COc1ccc(-c2oc3ccc(-c4ccc(OC)nc4)cc3c2C#CC2(O)CCCCC2)cc1 | 7 | x | i | i | i | i | 5.5* | i | i | -4 | i
O=C(Nc1nc(-c2cccs2)c(C(=O)C(F)(F)F)s1)c1ccco1 | 2 | i | i | i | i | i | -22 | i | i | 2 | i
COC(C[C@@H]1O[C@H]1[C@H](O)COCc1ccccc1)OC | 1 | i | i | i | i | i | -3 | i | i | -1 | i
CCn1c(SCc2ccc(OC)cc2)nnc1-c1ccncc1 | 5 | i | i | i | i | i | -9 | i | i | 3 | i
O=C(/C=C/c1ccco1)c1ccc(O)cc1 | x | i | i | x | i | i | -12 | i | i | 0 | i

# Continuation.
structure | DYRK1A inh | TRPC4 inh | KCNK9 inh | KCNK3 block | PolyA inh | TRPC4 act | hERG protect | TRPC4 PAM | KCNQ1 pot | Platelet DG rel | KCNQ1 inh
Cc1ccc(CSc2nnc3nc(C)cc(C)n23)cc1 | 1 | i | i | i | i | i | -5 | i | i | -22 | i
O=C1Nc2ccc(F)cc2C12OCCO2 | 9 | i | i | i | i | i | -5 | i | i | 0 | i
Cc1[nH]c(=O)[nH]c(=O)c1S(=O)(=O)Nc1ccc(F)c([N+](=O)[O-])c1 | 3 | i | i | i | i | i | -3 | i | i | 3 | i
Cc1ccc(OCC(=O)NCC(=O)Nc2ccc(F)c(F)c2F)c([N+](=O)[O-])n1 | -4 | i | i | i | i | i | -5 | i | i | 7 | i
COc1ccc(C(C)NC(=O)C23CC4CC(CC(C4)C2)C3)cc1 (configuration not stated) | 1 | i | i | i | i | i | -5 | i | i | 2 | i
CCOc1ccc(NC(=O)CN(C)C(=O)c2ccc(C)o2)cc1OCC | -3 | i | i | i | i | i | 1 | i | i | 11 | i

# Structural class: the entries above containing a COOH group (2)
structure | DYRK1A inh | TRPC4 inh | KCNK9 inh | KCNK3 block | PolyA inh | TRPC4 act | hERG protect | TRPC4 PAM | KCNQ1 pot | Platelet DG rel | KCNQ1 inh
C=CCc1c(C)nc2c(C(=O)O)cnn2c1C | -1 | i | i | i | i | i | -7 | i | i | 0 | i
COc1cc(/C=C/c2ccc3c([N+](=O)[O-])cccc3n2)ccc1OCC(=O)O | 36 | i | i | i | i | i | -9 | i | i | 13 | i

# Compound activity deposited in PubChem by several laboratories.
